MPTP block – mitochondrial permeability transition pore inhibitors, primary screen, biochemical, isolated mouse mitochondria, absorbance. Ca2+ swelling absorbance, 30 min. inhibition, % at 10 µM. 360,000 compounds, 1.4% hits;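 active = inhibition of 50% or more, scaled per plate between neutral and stimulator controls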;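 also: 0% = DMSO wells given calcium and 100% = 1 mM EGTA wells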
APOBEC3G inh – APOBEC3G DNA deaminase inhibitors, primary screen, biochemical, fluorescence, single-stranded DNA substrate, uHTS | recombinant A3G, ssDNA deamination FAM/TAMRA fluorescence | inhibition, % at 20 µM | 330,000 compounds, 0.28% hits | AID 493012, 2011;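 active = inhibition of at least 40% at 20 µM, with no more than 30% in the related APOBEC3A deaminase screen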;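 also: plate controls were DMSO wells with A3G for no effect and wells lacking A3G enzyme for full effect; some compounds called inactive have numbers as strong as hits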
Gli-Sufu antag – Gli-Sufu pathway antagonists, primary screen, luciferase luminescence, Sufu-KO-LIGHT cells, uHTS. Sufu-KO-LIGHT fibroblasts, Gli luciferase reporter luminescence. inhibition, % at 5 µM. 340,000 compounds, 0.74% hits. AID 588413, 2011;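 active = inhibition above about 55%, limit read from the data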;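 also: 0% = DMSO-treated cells and 100% = wells with medium but no cells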
GRIN3A LBD mod – binders of NR3A ligand-binding domain, primary screen, biophysical, differential scanning fluorimetry, uHTS. Tm shift relative to glycine control, % at 25 µM. NR3A LBD differential scanning fluorimetry, Tm shift; 0% = protein alone, 100% = glycine-bound protein. 340,000 compounds, 2.5% hits. Glutamate receptor ionotropic, NMDA 3A (GRIN3A) ligand-binding domain;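 active = melting temperature shift of at least 10% of the positive control shift, at one fixed dose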
CXCR6 block – CXCR6 receptor inhibitors, primary screen, cell-based, beta-arrestin, luminescence, CHO-K1 PathHunter, 1536-well. C-X-C chemokine receptor type 6 (Homo sapiens), O00574. inhibition, % at 20 µM. 360,000 compounds, 0.36% hits; in the data active = inhibition above about 34%, passing the limit was not always enough;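 also: antagonist mode with CXCL16 agonist at 10 nM final; 0% = 10 nM CXCL16 with DMSO and 100% = unstimulated wells without agonist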
EBI2 antag – EBI2 receptor antagonists, beta-arrestin recruitment, primary screen, cell-based, luminescence, 7a,25-OHC stimulation, uHTS; G-protein coupled receptor 183 (Homo sapiens), P32249; 7a,25-OHC stimulated; inhibition, % at 5 µM; 360,000 compounds, 0.81% hits; AID 651636, 2012; in the data active = inhibition above about 38%;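 also: enzyme fragment complementation signal reports receptor beta-arrestin coupling in cells; 0% = agonist plus DMSO wells and 100% = wells without agonist; some results beyond the cut were filed as inactive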
APOBEC3A inh – APOBEC3A ssDNA deaminase inhibitors, primary screen, selectivity assay for APOBEC3G inhibitor project, biochemical, FAM/TAMRA oligo cleavage fluorescence; recombinant A3A, FAM/TAMRA ssDNA deamination fluorescence; inhibition, % at 20 µM; 330,000 compounds, 0.41% hits; DNA dC->dU-editing enzyme APOBEC-3A (Homo sapiens), P31941;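 active = at least 40% inhibition at 20 µM here, with at most 30% in a related deaminase screen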;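 also: plate controls were A3A with DMSO for no effect and wells lacking A3A enzyme for full effect; some results filed as inactive read as strong as hits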
Target sequence (P31941 whole entry, looked up): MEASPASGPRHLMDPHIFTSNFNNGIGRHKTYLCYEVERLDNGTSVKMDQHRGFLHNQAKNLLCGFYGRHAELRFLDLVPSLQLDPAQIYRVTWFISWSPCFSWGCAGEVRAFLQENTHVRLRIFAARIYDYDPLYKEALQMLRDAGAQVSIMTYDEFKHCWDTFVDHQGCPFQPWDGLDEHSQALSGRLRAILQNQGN
CCR6 antagonist – CCR6 receptor antagonists, primary screen, cell-based, CHO-K1, luminescence, beta-arrestin, uHTS; C-C chemokine receptor type 6 (Homo sapiens), P51684; CHO-K1 CCR6 PathHunter beta-arrestin, CCL20-stimulated; inhibition, % at 20 µM; 340,000 compounds, 0.49% hits;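 active = compounds whose inhibition of the agonist-driven luminescence signal at 20 µM reaches about 50%, limit read from the data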;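 also: cells stimulated with CCL20 at 14 nM final; plate controls were DMSO with CCL20 for no effect and DMSO without agonist for full effect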
Target sequence (P51684 whole entry, looked up): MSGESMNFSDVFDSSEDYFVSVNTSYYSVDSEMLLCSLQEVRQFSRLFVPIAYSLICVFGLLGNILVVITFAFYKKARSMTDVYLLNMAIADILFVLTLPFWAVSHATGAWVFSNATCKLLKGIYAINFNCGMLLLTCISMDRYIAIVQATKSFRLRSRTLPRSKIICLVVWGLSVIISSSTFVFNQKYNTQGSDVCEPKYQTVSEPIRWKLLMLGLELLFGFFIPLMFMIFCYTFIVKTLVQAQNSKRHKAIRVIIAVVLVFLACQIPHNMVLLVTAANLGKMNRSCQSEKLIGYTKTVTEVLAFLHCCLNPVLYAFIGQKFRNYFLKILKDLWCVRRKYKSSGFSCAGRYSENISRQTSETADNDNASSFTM
* hit, by the source's call; x = not tested or not shown; & = joins results of further samples. This is a subset (hit frequency here may not be typical).

1: CNCCCc1ccccc1
2: COC(=O)C1=C(c2ccc(F)cc2OCc2ccccc2)C[C@@H]2CC[C@H]1N2C(=O)NCc1cccc(F)c1
3: OCCCCO
4: O=[N+]([O-])/C=C1\NCCN1Cc1ccc(Cl)nc1
5: O=[N+]([O-])c1cnc[nH]1
assay / compound	1	2	3	4	5
MPTP block	-1.7	0.6	-1.3	-2.2&-0.5	-2.4
APOBEC3G inh	0	-11	-12	-6&-5	-10
Gli-Sufu antag	9	9	-10	6&1	-1
GRIN3A LBD mod	1	0	3	0&-1	-1
CXCR6 block	-1	17	1	-2&-1	-2
EBI2 antag	-12	24	-1	-10&1	-4
APOBEC3A inh	-1	-1	-6	0&-1	-1
CCR6 antagonist	7	28	-4	-7&9	-3

In the list so far, 2 contain a nitro group on carbon:
4: O=[N+]([O-])/C=C1\NCCN1Cc1ccc(Cl)nc1
5: O=[N+]([O-])c1cnc[nH]1
assay / compound	4	5
MPTP block	-2.2&-0.5	-2.4
APOBEC3G inh	-6&-5	-10
Gli-Sufu antag	6&1	-1
GRIN3A LBD mod	0&-1	-1
CXCR6 block	-2&-1	-2
EBI2 antag	-10&1	-4
APOBEC3A inh	0&-1	-1
CCR6 antagonist	-7&9	-3

The listing picks up; the 2 compounds before the break are reprinted first.
4: O=[N+]([O-])/C=C1\NCCN1Cc1ccc(Cl)nc1
5: O=[N+]([O-])c1cnc[nH]1
6: CCOC(=O)CC(NC(=O)C(Cc1ccc(N(CCCl)CCCl)cc1)NC(C)=O)C(=O)OCC (centres undefined)
7: COc1ccc(-c2cc(=NCCCCCC(=O)O)c3cc(C)ccc3o2)cc1
8: CC(C)OC(=O)C1C2c3ccccc3C(c3ccccc32)C1C(=O)O (centres undefined)
9: O=C(Cc1ccccc1)N1CCN(CC2CC=CCC2)CC1 (centres undefined)
10: O/N=C1/C(=C\c2ccccc2)N2CCC1CC2
assay / compound	4	5	6	7	8	9	10
MPTP block	-2.2&-0.5	-2.4	-0.8	-2.8&0.7	0.4	-0.5	-0.1
APOBEC3G inh	-6&-5	-10	1	x	0	1	0
Gli-Sufu antag	6&1	-1	49	-3&-20	5	2	1
GRIN3A LBD mod	0&-1	-1	0	1&0	1	1	5
CXCR6 block	-2&-1	-2	-18	9&8	0	0	-4
EBI2 antag	-10&1	-4	14	1&-6	1	-4	2
APOBEC3A inh	0&-1	-1	1	x	1	2	4
CCR6 antagonist	-7&9	-3	-12	12&4	-4	4	-2

Compounds above that have nitrogen in an aromatic ring, in the order listed:
4: O=[N+]([O-])/C=C1\NCCN1Cc1ccc(Cl)nc1
5: O=[N+]([O-])c1cnc[nH]1
assay / compound	4	5
MPTP block	-2.2&-0.5	-2.4
APOBEC3G inh	-6&-5	-10
Gli-Sufu antag	6&1	-1
GRIN3A LBD mod	0&-1	-1
CXCR6 block	-2&-1	-2
EBI2 antag	-10&1	-4
APOBEC3A inh	0&-1	-1
CCR6 antagonist	-7&9	-3

(list continues)
11: CCC1=Nc2cc(C(=O)N3CCC4(CC3)OCCO4)ccc2Sc2ccc(Br)cc21
12: CCN(CC)c1ccc(N=Cc2c(O)n(Cc3ccccc3)c(=O)[nH]c2=O)cc1
13: CCN1CCN(c2ccc(NC(C)=O)cc2Cl)CC1
14: Cc1ccccc1-n1c(O)c(/C=N/Nc2nc3c(c(=O)n(C)c(=O)n3C)n2C)c(=O)[nH]c1=S
15: O=C1NC(=O)C(CCc2ccncc2)(Cc2cccc(Cl)c2Cl)C(=O)N1c1ccc(Br)cc1 (centres undefined)
assay / compound	11	12	13	14	15
MPTP block	0.0	4.1&7.3	0.9	-0.7	7.1
APOBEC3G inh	-7	-5&0	-5	2	1
Gli-Sufu antag	14	-6&-4	39	-11	33
GRIN3A LBD mod	-1	-2&-2	-4	-3	-4
CXCR6 block	0	-3&-4	-1	-2	4
EBI2 antag	3	1&6	-4	-3	16
APOBEC3A inh	-5	-4&0	0	1	2
CCR6 antagonist	15	5&-3	-1	18	1

16: Cc1nn(CC(C)C)c(Cl)c1C(=O)NC1CCCCC1
17: CNC(=O)c1cccn(Cc2ccc(C(F)(F)F)cc2)c1=O
18: COC(=O)C(c1ccccc1)N1CCCCCC1 (centres undefined)
19: Cc1cc(Br)ccc1N1C(=O)CC(=O)NC1=O
20: Cc1ccc2c(c1)C1CN(C)CCC1N2C(=O)Nc1cccc(Cl)c1 (centres undefined)
assay / compound	16	17	18	19	20
MPTP block	0.9	0.4	2.1	-1.9	94*
APOBEC3G inh	-9	-5	-1	-1	1
Gli-Sufu antag	-9	42	-7	-2	4
GRIN3A LBD mod	0	-4	-1	2	17*
CXCR6 block	-2	1	5	-3	-14
EBI2 antag	4	3	-3	1	-16
APOBEC3A inh	-1	-2	3	3	1
CCR6 antagonist	9	23	3	0	-5

21: COC(=O)C1=C(c2cccc(C#N)c2)C[C@@H]2CC[C@H]1N2C(=O)NC1Cc2ccccc2C1
22: FC(F)(F)c1ccccc1CCN1CCNCC1
23: CN(CCc1ccccc1)Cc1c[nH]c2ccccc12
24: COC1C(OC(=O)c2ccc(C)[nH]2)C(O)C(Oc2ccc3c(O)c(NC(=O)c4ccc(O)c(CC=C(C)C)c4)c(=O)oc3c2Cl)OC1(C)C (centres undefined)
25: Cn1c(N2CCNCC2)nc2ccccc21
assay / compound	21	22	23	24	25
MPTP block	-2.4	-0.3	1.2	-0.4	0.1
APOBEC3G inh	-5	2	-4	-5	0
Gli-Sufu antag	8	8	14	-5	-3
GRIN3A LBD mod	1	0	2	20*	-3
CXCR6 block	2	0	12	4	-8
EBI2 antag	9	-3	5	-1	-4
APOBEC3A inh	-2	7	-2	-1	0
CCR6 antagonist	2	9	-5	5	-5

26: CCOC(=O)c1nc2ccccc2c(=O)n1-c1ccc(C)cc1C
27: COc1cc(C2SCC(=O)Nc3c2c(=O)[nH]n3C2CCCCCC2)cc(OC)c1OC (centres undefined)
28: O=C(OC1CCN(CCCl)CC1)C(c1ccccc1)c1ccccc1
29: CCOc1cc2c(cc1OCC)-n1cccc1C(c1ccc(F)c(OC)c1)NC2 (centres undefined)
30: Cc1cc(Cc2c(O)[nH]c(=S)[nH]c2=O)ccc1OC(C)C
31: CCCCCCC(=O)c1c(O)n(-c2ccccc2OC)c(=O)[nH]c1=O (tested in a mixture with another compound)
32: COc1ccc2c(c1)[nH]c1c(C)nccc12
assay / compound	26	27	28	29	30	31	32
MPTP block	0.1	1.3	1.0	0.0	-2.4	3.2	-4.8
APOBEC3G inh	1	-2	-1	-8	-3	-3	-5
Gli-Sufu antag	-5	6	-3	7	1	-1	-28
GRIN3A LBD mod	-2	0	2	1	1	-2	-1
CXCR6 block	-10	2	9	-3	12	2	-8
EBI2 antag	-13	1	4	3	0	-12	0
APOBEC3A inh	2	-1	2	-3	-5	1	0
CCR6 antagonist	11	-6	27	18	2	-1	11
